Compound activity as filed in PubChem.
IP6K1 inh – IP6K1 kinase inhibition; Q92551; IP6K1 kinase, ADP-Glo luminescence, 2 h; active compounds read low; activity change, % (series mostly up to about 58 µM); actives 0.81% (n = 140,000); AID 1645851; in the data active = activity change below about -25%
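ADP-Glo luminescence measures ADP made by human IP6K1 during a 2 h RT reaction with ATP/IP6 (mix at 1.3 mM/130 uM); top library doses 57.5 and 19.1 uM final.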
3T3 cytotox – NIH 3T3 cell cytotoxicity; NIH 3T3 viability, CellTiter-Glo ATP luminescence, 48-72 h; Potency, µM (series often up to 96.7 µM), for the others: at the highest dose activity change, negative = cytotoxicity, usual class: inhibitors; actives 4.3% (n = 94,000); AID 1345082; note: potency is the fitted concentration of half-maximal effect; nearly all actives have a fitted effect of over 55% in size
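Luminescent ATP readout (CellTiter-Glo, 10 min RT) after 48 or 72 hr compound exposure of NIH 3T3 cells seeded at 400 cells/well in 1536-well format; quantitative HTS.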
GPT2 inh – inhibitors of human GPT2 alanine aminotransferase | Q8TD30 | Recombinant GPT2, coupled pyruvate oxidase/HRP Amplex Red fluorescence | Potency, µM (top dose mostly 57.7 µM), inactives show at the top dose activity change, negative = inhibition, usual class: inhibitors | actives 0.25% (n = 100,000) | AID 1671188; note: potency is the fitted concentration of half-maximal effect; nearly all actives have a fitted effect of over 60% in size; many of its hits are not listed in these tables
Target sequence (Q8TD30 whole entry, looked up): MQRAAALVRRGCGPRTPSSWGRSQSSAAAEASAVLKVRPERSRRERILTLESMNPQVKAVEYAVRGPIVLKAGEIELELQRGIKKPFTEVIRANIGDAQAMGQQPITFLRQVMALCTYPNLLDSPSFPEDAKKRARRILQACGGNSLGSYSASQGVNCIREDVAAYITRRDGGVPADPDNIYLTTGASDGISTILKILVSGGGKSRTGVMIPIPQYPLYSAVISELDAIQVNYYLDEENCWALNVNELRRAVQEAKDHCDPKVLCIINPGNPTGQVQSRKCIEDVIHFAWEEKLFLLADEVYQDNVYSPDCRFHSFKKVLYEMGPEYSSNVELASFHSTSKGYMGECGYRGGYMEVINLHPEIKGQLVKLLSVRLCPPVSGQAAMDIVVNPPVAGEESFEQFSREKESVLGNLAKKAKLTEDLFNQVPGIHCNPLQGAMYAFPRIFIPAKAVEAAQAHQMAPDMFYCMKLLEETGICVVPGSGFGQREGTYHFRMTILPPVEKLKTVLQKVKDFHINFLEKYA
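Fluorescence read-out: pyruvate from GPT2 turnover coupled to pyruvate oxidase, HRP and Amplex Red (0.2mM ThPP, 0.2U/mL PO and HRP, 50uM Amplex final). Substrates 250uM a-KG, 2mM L-alanine; enzyme 10ng/uL; 30 min RT.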
HEK293 viab – reduces viability of HEK-293 SNCA reporter cells | HEK-293-SNCA-luc viability, GF-AFC fluorescence, 24 h | Potency, µM (top dose mostly 57.1 µM), for inactives: at the top dose activity change, negative = cytotoxicity, actives largely listed as cytotoxic | actives 0.12% (n = 150,000) | AID 1671193;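 note: potency is the fitted concentration of half-maximal effect; 0% = DMSO-treated cells and -100% = medium-only wells without cells; nearly all actives have a fitted effect of over 30% in size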
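HEK-293-SNCA-luc cells (1500/well) plated 24 h, then exposed 24 h to a dilution series; GF-AFC added 30 min at 37C, fluorescence 405/540 nm; normalised to medium-only and DMSO wells, Hill fit.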
SNCA expr inh – inhibitors of alpha-synuclein (SNCA) gene expression | HEK-293 SNCA-luciferase knock-in, luminescence, 24 h | Potency, µM (doses to about 57.2 µM), for inactives: top-dose activity change, negative = inhibition, usual class: inhibitors | actives 0.17% (n = 140,000);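 note: potency is the fitted concentration of half-maximal effect; plate controls were DMSO cells for no effect and cell-free wells for full effect; nearly all actives have a fitted effect of over 45% in size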
FLuc inh – inhibitors of firefly (Photinus pyralis) luciferase | P08659 | purified P. pyralis luciferase, luminescence, biochemical | Potency, µM (titrated, usually from 115 µM), for inactives: at the highest dose activity change, negative = inhibition, most hits filed as inhibitors | actives 2.5% (n = 76,000); note: potency is the fitted concentration of half-maximal effect; nearly all actives have a fitted effect of over 65% in size
Target sequence (P08659 whole entry, looked up): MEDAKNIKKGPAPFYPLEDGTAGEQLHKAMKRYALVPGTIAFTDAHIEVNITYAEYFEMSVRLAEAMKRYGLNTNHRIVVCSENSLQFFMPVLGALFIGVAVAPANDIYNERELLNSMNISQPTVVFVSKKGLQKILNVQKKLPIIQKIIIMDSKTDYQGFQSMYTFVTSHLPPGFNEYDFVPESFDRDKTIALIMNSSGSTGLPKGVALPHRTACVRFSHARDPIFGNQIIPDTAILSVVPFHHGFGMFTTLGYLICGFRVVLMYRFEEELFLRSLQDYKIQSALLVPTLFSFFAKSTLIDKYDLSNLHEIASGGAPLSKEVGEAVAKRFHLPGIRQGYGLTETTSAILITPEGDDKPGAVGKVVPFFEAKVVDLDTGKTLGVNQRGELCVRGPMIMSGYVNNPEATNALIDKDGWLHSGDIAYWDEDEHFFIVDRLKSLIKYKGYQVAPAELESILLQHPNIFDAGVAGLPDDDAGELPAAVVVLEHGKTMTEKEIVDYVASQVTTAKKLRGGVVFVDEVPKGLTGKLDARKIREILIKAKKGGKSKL
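FLuc 10nM, D-luciferin 10uM, ATP 10uM, Mg acetate 10mM, Tris acetate pH 7.5, Tween/BSA; cpd qHTS; enzyme added last; CCD luminescence.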
HEK293 tox – kills HEK 293 cells; AID 1345083; Potency, µM (titrated, usually from 115 µM), inactives show top-dose activity change, negative = cytotoxicity, most hits filed as inhibitors; HEK 293 viability, ATP luminescence (CellTiter-Glo), 48-72 h; actives 6.6% (n = 94,000); note: potency is the fitted concentration of half-maximal effect; nearly all actives have a fitted effect of over 60% in size
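Viability of HEK 293 cells, plated at 250 cells/well, was judged by cellular ATP after compound treatment for 48 or 72 hr. Luminescence was imaged 10 min after CellTiter-Glo addition at room temperature.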
Active calls of the source: *; i = inactive; u = inconclusive; x = not tested or not shown; [ ] = remark or other dose. Unless noted, calls come from the whole dose curve; as a rule, active = well fitted curve in the direction sought with a large enough effect; inconclusive = small, poorly fitted or top-dose-only effect, or another doubt; inactive = no such curve, though single readings can be large; an effect the other way counts as inactive or inconclusive. Unless noted, % is set by controls: 0 for no effect and ±100 for the full control effect.

Letters – A = IP6K1 inh; B = 3T3 cytotox; C = GPT2 inh; D = HEK293 viab; E = SNCA expr inh; F = FLuc inh; G = HEK293 tox
> CNC(=O)N1C[C@@H](CN(C)C)[C@H](NS(=O)(=O)c2ccc(F)cc2F)C1
  A: 17; B: -9%; C: i; D: -7%; E: -2%; F: 3%; G: i

> Cc1cccc(NC(=O)C(=O)NCCc2csc(-c3ccc(F)cc3)n2)c1C
  A: 29; B: x; C: x; D: 12%; E: -12%; F: x; G: x

> COc1ccc(N2CC(NC(=O)c3cc4ccccc4o3)CC2=O)cc1 (centres undefined)
  A: -2; B: x; C: x; D: 6%; E: 1%; F: x; G: x

> O=C(c1cnc[nH]1)N1CC(F)(F)C[C@H]1c1nc(C2CC2)no1
  A: 7; B: -2%; C: 0%; D: 1%; E: -16%; F: 0%; G: i

> CCOC(=O)c1cccc(NC(=O)N2CC[C@@H](CC(=O)NCc3ccc(F)cc3)[C@@H](CC)C2)c1
  A: -4; B: -17%; C: i; D: -7%; E: -11%; F: 2%; G: u

> O=c1[nH]c(C2CCCN(Cc3ccccc3)C2)nn1-c1ccccc1 (centres undefined)
  A: 14; B: 89µM*; C: i; D: 1%[87.6 µM]; E: -10%[87.6 µM]; F: -3%[172 µM]; G: 100µM*

> O=C(NCCc1ccccc1)[C@@H]1C[C@@H](c2ccc(F)cc2)N([S+](=O)([O-])c2ccccc2)C1
  A: 7; B: u; C: 1%; D: -15%; E: -9%; F: 1%; G: u

> O=S(=O)(c1ccc(-c2cnc(C3CC3)o2)cc1)N1CCN(c2ccccc2F)CC1
  A: -14; B: x; C: x; D: -8%; E: 8%; F: x; G: x

> COc1ccc(CNC(=O)CCc2nc(-c3ccc(OC)cc3)no2)cc1
  A: -6; B: x; C: x; D: 2%; E: 125%[activator]; F: x; G: x

> O=C(N1CCN(c2cc(-c3ccc(Cl)cc3)[nH]n2)CC1)C1(c2ccccc2)CC1
  A: 18; B: 35µM*; C: i; D: u; E: -65%; F: -4%; G: 45µM*

> O=C(NCC1CC1)C1CCN(Cc2ccccc2-c2ccccc2F)CC1
  A: 5; B: -26%; C: 5%; D: 6%; E: -8%; F: x; G: u

> CNC(=O)[C@@H]1CN(C(=O)COc2ccc(Cl)cc2)C[C@H]1COC
  A: 5; B: 4%; C: i; D: 11%; E: -4%; F: -7%; G: -5%

> O=S(=O)(Cc1ccccc1F)N1CCCC(CN2CCOCC2)CC1 (centres undefined)
  A: -7; B: -14%; C: i; D: -17%; E: 6%; F: 8%; G: -28%

> CCNC(=O)N1CCCCC1c1nc(CCOc2ccc(F)cc2)no1 (centres undefined)
  A: 28; B: -21%; C: -2%; D: 7%; E: 3%; F: 6%; G: u

> Cc1c2cnn(CC(=O)N3CCN(c4ccc(F)cc4)CC3)c(=O)c2c(C)n1Cc1ccc(F)cc1
  A: 14; B: x; C: x; D: 11%; E: -10%; F: x; G: x

> COc1ccc(C[C@H](NC(=O)[C@@H]2C[C@H](NC(=O)Nc3cccc(SC)c3)CN2C(=O)c2cccn2C)C(N)=O)cc1
  A: -10; B: -7%; C: i; D: 1%; E: 12%; F: -1%; G: -3%

> CCc1c(C)sc2c1CCN(Cc1ccccc1C#N)C2c1ccccc1 (centres undefined)
  A: 11; B: x; C: x; D: -8%; E: -1%; F: x; G: x

> Cn1ccnc1C(NC(=O)c1cn(CCN)nn1)C1CC1 (centres undefined)
  A: -4; B: i; C: 3%; D: -2%; E: 5%; F: 6%; G: i

> Cc1cccc2c1nc1n2[C@@H](CNS(=O)(=O)c2ccccc2)COC1
  A: -12; B: u; C: 0%[88.5 µM]; D: u; E: -15%[87.6 µM]; F: -3%[172 µM]; G: u

> CNC(=O)[C@@H]1CN(C(=O)c2cccn2C)C[C@H]1COC
  A: 7; B: -17%; C: -2%; D: 15%; E: 0%; F: 0%; G: -1%

> Cc1oc2c(c(C)cc3oc(=O)c(CC(=O)NCCc4ccccc4)c(C)c32)c1C
  A: -17; B: x; C: x; D: 2%; E: 6%; F: x; G: x

> COCc1cc(C[C@H]2CNCC[C@H]2CC(=O)NCc2ccccc2OC)no1
  A: 18; B: -19%[174 µM]; C: u; D: 5%[87.6 µM]; E: -13%[87.6 µM]; F: -3%[172 µM]; G: -6%[172 µM]

> O=C(Cc1ccsc1)NCCC1CCN(C(=O)Nc2cccc(F)c2)CC1
  A: 3; B: -15%; C: -1%; D: -7%; E: -18%; F: -10%; G: -20%

> Cn1nccc1-c1cc2c(ccn2C)c(C(=O)NCCc2cnc[nH]2)n1
  A: 12; B: u; C: 3%[88.5 µM]; D: 8%[87.6 µM]; E: 13%[87.6 µM]; F: 4%[172 µM]; G: -25%[172 µM]

> COC(=O)[C@@H]1Cc2ncn(Cc3ccc(OC)cc3)c2CN1C(=O)CC(C)(C)C
  A: -13; B: -23%[174 µM]; C: -18%[88.5 µM]; D: -3%[87.6 µM]; E: 1%[87.6 µM]; F: -4%[172 µM]; G: u

Full records, looked up by structure. Order of screens: IP6K1 inh, 3T3 cytotox, GPT2 inh, HEK293 viab, SNCA expr inh, FLuc inh, HEK293 tox
O=S(=O)(c1ccc(-c2cnc(C3CC3)o2)cc1)N1CCN(c2ccccc2F)CC1 as listed: -14, x, x, -8%, 8%, x, x
O=C(NCCc1ccccc1)[C@@H]1C[C@@H](c2ccc(F)cc2)N([S+](=O)([O-])c2ccccc2)C1 as listed: 7, u, 1%, -15%, -9%, 1%, u

Next section:
Letters – A = IP6K1 inh; B = 3T3 cytotox; C = GPT2 inh; D = HEK293 viab; E = SNCA expr inh; F = FLuc inh; G = HEK293 tox
> Cc1cccc(NC(=O)CSc2nc(=O)n(Cc3cccnc3)c3c2CCC3)c1
  A: 12; B: x; C: x; D: 4%; E: -25%; F: x; G: x

> CN(C)C[C@@H]1CN(Cc2ccccn2)C[C@H]1NS(=O)(=O)c1ccccc1F
  A: 2; B: -9%; C: 1%; D: 19%; E: 7%; F: 0%; G: u

> OC[C@H]1O[C@@H](O[C@H]2[C@H](OCCc3ccccc3)O[C@H](CO)[C@@H](O)[C@@H]2O)[C@H](O)[C@@H](O)[C@@H]1O
  A: 5; B: x; C: i; D: 8%[23.9 µM]; E: x; F: x; G: x

> CCOC(=O)c1c(C)[nH]c(C)c1S(=O)(=O)N1CCCC(C(=O)Nc2cc(C)ccc2C)C1 (centres undefined)
  A: -7; B: x; C: x; D: -7%; E: -17%; F: x; G: x

> CN1CCCCCCN(C(=O)Cn2c(=O)oc3ccccc32)[C@H]2CCC[C@H]2C1=O
  A: 12; B: u; C: i; D: -15%; E: 1%; F: 3%; G: u

> Cc1ccc(NC(=O)C2CCN(S(=O)(=O)c3cccs3)CC2)cc1
  A: 10; B: x; C: x; D: 11%; E: -6%; F: x; G: x

> O=C(NCc1cccc(F)c1)c1ccc(CS(=O)c2ccccc2Cl)o1 (centres undefined)
  A: 51; B: x; C: x; D: -6%; E: -21%; F: x; G: x

> COc1cc(OC)c(NC(=O)c2c3c(nc4ccccc24)C(=O)N(C2CCCCC2)C3)cc1Cl
  A: 13; B: x; C: x; D: -1%; E: 2%; F: x; G: x

> O=C(c1ccc(C(F)(F)F)cc1)N1CC(Oc2ccc3c(c2)OCO3)C1
  A: -5; B: u; C: i; D: -1%; E: 4%; F: x; G: -37%

> Cc1ccc(Nc2sc(C(=O)c3ccccc3)c(N)c2C(=O)NC(C)C)cc1
  A: -16; B: x; C: x; D: -16%; E: u; F: x; G: x

> Cc1cccc(NC(=O)Nc2ccc(C)n(CC(=O)N(C)C)c2=O)c1
  A: -12; B: i; C: 1%; D: -3%; E: 57%[activator]; F: u; G: 8%

> CCOC(=O)c1c(NC(C)=O)c2c3c(sc2n1Cc1ccc(Cl)cc1)CCCC3
  A: 21; B: x; C: x; D: 11%; E: -7%; F: x; G: x

> CC(C)c1noc(C2CCCN(C(=O)Nc3ccccc3)CCC(=O)NCC2)n1 (centres undefined)
  A: 4; B: 0%; C: -10%; D: -13%; E: 0%; F: -4%; G: -5%

> COc1ccccc1C(=O)N1C[C@H](c2nc(-c3ccncc3)no2)[C@@H](C)C1
  A: 0; B: -20%; C: -5%; D: -8%; E: -7%; F: 4%; G: u

> O=C1NC(=NC2CCCC2)C2(CCCN(Cc3ccccc3)C2)N1c1cccnc1 (centres undefined)
  A: -12; B: 25µM*; C: i; D: 5%; E: 5%; F: x; G: -10%

> O=C(C1CC1)N1C[C@@H]2OCC(=O)N(c3ccccc3)[C@@H]2C1
  A: -4; B: 4%[230 µM]; C: -7%[88.5 µM]; D: 1%[87.6 µM]; E: 7%[87.6 µM]; F: -5%[230 µM]; G: 0%[230 µM]

> CNC(=O)CCn1ncc2cc(OCc3ccccc3-c3cc(F)ccc3OC)ccc21
  A: 5; B: u; C: -8%[88.5 µM]; D: u; E: u; F: 40µM*; G: 79µM*

> O=C1NCc2ccccc2CC12CCCCN2Cc1ccc(CO)o1 (centres undefined)
  A: -3; B: -13%; C: i; D: -16%; E: 6%; F: x; G: -14%

> COc1cccc(-c2noc(-c3ccc(N4CCCC(CO)C4)nc3)n2)c1OC (centres undefined)
  A: 8; B: u; C: i; D: 0%; E: 132%[activator]; F: 1.8µM*; G: u

> CCOc1ccc(Cl)cc1CN(C)CC1(O)CCCNC1 (centres undefined)
  A: 17; B: u; C: -10%; D: -8%; E: -9%; F: -7%; G: u

> O=C(NCc1cccc(Cl)c1)C1(c2ccc(Cl)cc2)CCOCC1
  A: 28; B: -12%[138 µM]; C: x; D: x; E: x; F: x; G: u

> CCCn1ncc(-c2nc(-c3ccncc3)no2)c1C
  A: -9; B: u; C: -7%; D: 1%; E: -57%; F: 2.5µM*; G: 35µM*

> C=CCOc1cc(C)c2c(c1C)[C@H](O)C([C@H](C)C(=O)NCCOC)CC2 (some centres undefined)
  A: -3; B: 0%[174 µM]; C: 4%[88.5 µM]; D: 1%[87.6 µM]; E: 14%[87.6 µM]; F: 8%[172 µM]; G: -6%[172 µM]

> CCn1c(=O)c2sccc2n2c(CCC(=O)Nc3ccc(C(C)C)cc3)nnc12
  A: -3; B: x; C: x; D: -21%; E: 7%; F: x; G: x

> COc1ccc(-c2noc(C3CC(=O)N(c4cc(C)cc(C)c4)C3)n2)cc1 (centres undefined)
  A: -7; B: x; C: x; D: -1%; E: 25%; F: x; G: x

> Cc1ccsc1CN1CCCC(c2nc(-c3cccnc3)no2)CCNC(=O)CC1 (centres undefined)
  A: 10; B: u; C: i; D: -7%; E: 13%; F: 5%; G: u

> COc1cccc(-c2ccc(C(=O)N3CCC(C(=O)N4CCN(Cc5ccccc5)CC4)CC3)cc2)c1
  A: -13; B: u; C: i; D: 5%[12.5 µM]; E: -3%; F: x; G: u

Look-ups from the entries so far:
`O=c1[nH]c(C2CCCN(Cc3ccccc3)C2)nn1-c1ccccc1` (centres undefined) in 3T3 cytotox → 89µM*
`COc1ccc(CNC(=O)CCc2nc(-c3ccc(OC)cc3)no2)cc1` in SNCA expr inh → 125%[activator]
